Compound activity from PubChem.
AMA1 RON2 block – AMA1-RON2 (P. falciparum) interaction inhibition; AlphaScreen AMA1-biotinylated RON2 peptide binding; Potency, µM (doses to about 58.2 µM), without a hit: top-dose activity change, negative = inhibition, actives largely listed as inhibitors; 360,000 tested, 0.2% active; AID 720542;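 also: potency is read from the fitted curve at half-maximal effect; 0% = vehicle wells and -100% = peptide control; nearly all actives have a fitted effect of over 45% in size; some results filed as inactive show a strong effect at the top dose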
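AMA1 (3D7) with his tag at 25 nM final met compounds first, then biotinylated RON2 peptide at 25 nM; detection used donor plus acceptor beads, 10 µg/mL apiece, read by AlphaScreen after 30 min at room temperature.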
Pf growth 48h – P. falciparum growth inhibition at 48 hours (one generation) | P. falciparum luciferase growth in erythrocytes, 48 h | Potency, µM (titrated, usually from 28.7 µM), for inactives: at the highest dose activity change, negative = inhibition, usual class: inhibitors | 310,000 tested, 5.9% active; also: potency is read from the fitted curve at half-maximal effect; % is scaled to controls: 0 for no effect and ±100 for the full control effect
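Here the parasites carry a stable luciferase gene and grow inside erythrocytes in Albumax-based RPMI medium with compound for one erythrocytic cycle. Activity is scored as loss of luminescent signal.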
CHX counter – counter-screen for Shiga toxin inhibitors: cycloheximide protein synthesis inhibition | cell reporter, cycloheximide protein synthesis inhibition counterscreen | AID 2314 | 300,000 tested, 12% active | max response, %; in the data active = max response mostly above about 13%, no sharp cut-off; inactive = mostly below about 14%; also: read at 38.3 µM for the half of the compounds with a filed dose; 0% is about no effect
Shiga toxin inh – blocks Shiga toxin action in Vero cells; Vero cells, Shiga toxin protein synthesis inhibition reporter; inhibition, % at 38.7 µM; 290,000 tested, 9.2% active; AID 2315; in the data active = inhibition mostly above about 28%, no sharp cut-off; inactive = mostly below about 43%; also: 0% is about no effect
Tb PYK inh – inhibitors of Trypanosoma brucei pyruvate kinase; Q57TT1; TbPYK enzyme, Kinase-Glo Plus ATP luminescence, 45 min; Potency, µM (series often up to 76.8 µM), without a hit: at the highest dose activity, negative = inhibition, actives largely listed as inhibitors; 410,000 tested, 0.12% active; also: potency is read from the fitted curve at half-maximal effect; % is scaled to controls: 0 for no effect and ±100 for the full control effect; nearly all actives have a fitted effect of over 50% in size
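Activity of T. brucei pyruvate kinase was followed by Kinase-Glo Plus luminescence after the enzyme reacted 45 min at room temperature with 130 uM ADP (final) and substrate. Test compounds were added before ADP at multiple concentrations.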
LmPK inh – LmPK (Leishmania mexicana) enzyme inhibition; Q27686; purified LmPK, Kinase-Glo ATP luminescence, 1 h; Potency, µM (top dose mostly 57.5 µM), for the others: at the highest dose activity change, negative = inhibition, most hits filed as inhibitors; 290,000 tested, 0.37% active; AID 1721; also: potency is read from the fitted curve at half-maximal effect; % is scaled to controls: 0 for no effect and ±100 for the full control effect
Target sequence (Q27686 whole entry, looked up): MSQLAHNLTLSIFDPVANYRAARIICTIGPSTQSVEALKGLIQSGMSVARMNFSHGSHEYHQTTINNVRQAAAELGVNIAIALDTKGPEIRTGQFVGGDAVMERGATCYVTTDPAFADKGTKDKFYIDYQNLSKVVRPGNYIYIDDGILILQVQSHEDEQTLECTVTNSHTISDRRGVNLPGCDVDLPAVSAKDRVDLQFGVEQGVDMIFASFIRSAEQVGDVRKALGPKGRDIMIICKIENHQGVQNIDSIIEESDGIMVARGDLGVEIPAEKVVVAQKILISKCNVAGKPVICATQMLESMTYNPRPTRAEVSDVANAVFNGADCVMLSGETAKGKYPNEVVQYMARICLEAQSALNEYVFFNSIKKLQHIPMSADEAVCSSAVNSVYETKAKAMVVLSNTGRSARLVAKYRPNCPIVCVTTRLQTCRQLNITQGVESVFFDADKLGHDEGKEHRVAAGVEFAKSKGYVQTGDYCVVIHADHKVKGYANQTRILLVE
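Screened at intermediate enzyme activity to detect both inhibitors and activators: LmPK at 0.1 nM, with a 0.5 nM enzyme column as activation reference. PEP 0.5 mM, ADP 0.1 mM; ATP detected by luminescence after 1 h.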
Pf growth 96h – P. falciparum growth inhibition at 96 hour, primary screen for plastid delayed-death inhibitors. P. falciparum luciferase reporter growth, 96 h. Potency, µM (series often up to 28.7 µM), inactives show at the top dose activity change, negative = inhibition, most hits filed as inhibitors. 320,000 tested, 6.9% active. AID 504834; also: potency is read from the fitted curve at half-maximal effect; % is scaled to controls: 0 for no effect and ±100 for the full control effect
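Plates of compound plus infected erythrocytes (2% hematocrit, 0.05% parasitemia final) incubate 96 hours, 37 C, 5% CO2. Detection reagent added; reduced luminescence from the parasites' luciferase reporter flags inhibition.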
An asterisk follows results filed as active; ? = inconclusive; . = no result given; & = joins results of further samples; [ ] = dose if it differs, or a comment. Unless noted, calls follow the shape of the dose curve; as a rule, active = well fitted curve in the direction sought with a large enough effect; inconclusive = small, poorly fitted or top-dose-only effect, or another doubt; inactive = no such curve, though single readings can be large; an effect the other way counts as inactive or inconclusive.

Each structure is followed by: LmPK inh	Pf growth 96h	Pf growth 48h	AMA1 RON2 block	Shiga toxin inh	CHX counter	Tb PYK inh
#1 CCOC(=O)C1C(=O)NC(c2ccccc2)=NC1c1ccc(OC)cc1 (configuration not stated)
    -13%	32%[activator]	?	-10%	-10	7	-4%
#2 O=C(CNC(=O)c1ccncc1)N/N=C/c1ccccn1
    -4%	?	-8%	124%[activator]	15	-2	3%
#3 COc1cc(/C=C/C(=O)O)ccc1OCc1cnc(Cl)s1
    -3%	0%	7%	10%	5	2	4%
#4 COC(=O)c1cccc(C(=O)N2CCC(CCC(=O)NCc3ccc(F)cc3)CC2)c1
    -9%	?	?	0%	-5	-1	1%
#5 O=C(CSc1nnc2ccc(-c3ccncc3)nn12)N1CCCCC1
    8%	53%[activator]	?	18%	-16	-5	-8%
#6 CCOC(=O)c1sc(NC(=O)CSc2nnc(Cc3ccccc3)o2)c(C(=O)OCC)c1C
    3%	?	.	6%	-8	-1	10%
#7 Cn1cccc/c1=N\c1cccc[n+]1C
    1%	?	?	6%	-17	-1	9%
#8 Cn1c2ccccc2c2nnc(SCC(=O)Nc3cccc(C(=O)O)c3)nc21
    1%	0%	12%[0.00184 µM]	34%[activator]	-7	-3	-2%
#9 CCCCNC(=O)n1c(=O)oc2ccc(Cl)cc21
    -3%	20%	3%	13%	10	-3	-2%
#10 Cc1ccc(S(=O)(=O)NCC(=O)N(CC(=O)NCc2ccccc2)CC2CCCO2)cc1 (configuration not stated)
    -1%	0%	5%	28%	-3	-2	-3%
#11 COCc1nnc(NC(=O)CCc2ccc(OC)cc2)s1
    0%	11%	7%	6%	-7	-1	-5%
#12 Cc1cc(C)c(-c2cc(NC(=O)COC(=O)c3ccc(CO)cc3)n(-c3ccccc3)n2)cc1C
    6%	?	?	-10%	6	7	10%
#13 Cn1c(=O)c2c(ncn2CC(O)CNc2ccc(Br)cc2)n(C)c1=O (configuration not stated)
    -4%	.	-20%	8%	16	-3	-2%
#14 CC(=O)c1cnc(-c2ccccc2Cl)s1
    -1%	82%[activator]	19%	1%	23	11	-3%
#15 CCCS(=O)(=O)N1CCCC(C(=O)c2cccc(Cl)c2)C1 (configuration not stated)
    0%	1%	2%	-6%	-8	-2	4%
#16 c1cncc(CSc2nnc3ccc(-c4cccs4)nn23)c1
    0%[11.5 µM]	?	?	-6%	-10	2	2%
#17 COc1ccc(Cl)cc1NC(=O)CN(C)C(=O)Cn1c(=O)oc2ccccc21
    .	30%	-4%	-21%	.	.	0%
#18 O=C1CCCCC1CN1CCCCC1 (configuration not stated)
    .	-18%	-6%	.	.	.	2%
#19 CCC1(CC)Cc2ccccc2-c2nc(CCl)[nH]c(=O)c21
    0%	75%[activator]	0%	1%	-4	-3	-2%
#20 O=c1/c(=C/c2ccco2)sc2nc(-c3ccccc3Br)nn12
    5%	.	25%	19%	23	12	-8%

The last 2 records of the part above open the next one.
Each structure is followed by: LmPK inh	Pf growth 96h	Pf growth 48h	AMA1 RON2 block	Shiga toxin inh	CHX counter	Tb PYK inh
#19 CCC1(CC)Cc2ccccc2-c2nc(CCl)[nH]c(=O)c21
    0%	75%[activator]	0%	1%	-4	-3	-2%
#20 O=c1/c(=C/c2ccco2)sc2nc(-c3ccccc3Br)nn12
    5%	.	25%	19%	23	12	-8%
#21 Cc1cccc(C)c1-n1c(C)nn(Cc2ccc([N+](=O)[O-])cc2)c1=O
    2%	?	1%	-21%	-4	5	7%
#22 CCOC(=O)Cc1c(C)nc2c(-c3cccc(Br)c3)cnn2c1C
    0%	?	2%	37%[activator]	-6	4	-3%
#23 S=c1nc(-c2ccc(Br)cc2)[nH]c2ccccc12
    3%	?	?	89%[activator]	26	11	1%
#24 CCn1cc(C(=O)N2CCN(C(=O)c3ccco3)CC2)c2cc(OC)c(OC)cc2c1=O
    -5%	?	15%	1%	-8	0	0%
#25 CC1(C)Cc2c(C#N)c(NCCN3CCOCC3)nc(-c3ccco3)c2CO1
    0%	10µM*	13µM*	-5%	-10	-2	-6%
#26 COc1ccccc1NC(=O)N1CCc2c([nH]c3ccccc23)C1C(F)(F)F (configuration not stated)
    3%	?	?	?	-5	-2	-3%
#27 C=CCc1ccccc1OCC(O)CN(C(C)C)C(C)C (configuration not stated)
    -2%	231%[activator]	?	-2%	-3	-4	-1%
#28 Cc1ccc(N2CC(C(=O)OCC(=O)c3ccc([N+](=O)[O-])cc3)CC2=O)cc1 (configuration not stated)
    2%	?	17%	-5%	-7	-5	-7%
#29 CCC(=O)N1CCN(C(=O)CC)C1c1ccccc1
    1%	14%	34%[activator]	15%	31	6	8%
#30 Cc1cc(C)n2cc(CSC3=NCCS3)nc2n1
    -1%	-28%	19%	-9%	73	22	-2%
#31 Cc1ccc(NC(=O)Cn2nnc(C(=O)NCCc3ccccc3)c2N)cc1Cl
    -2%	-17%	36%[activator]	-7%	-2	4	3%&0%
#32 Cc1ccc(Nc2nc(N)nc(CN3CCN(c4ccccc4F)CC3)n2)cc1
    4%	6.6µM*	?	?	-2	12	9%
#33 Cc1cc(C)cc(NC(=S)/C(=C(\[O-])c2ccc(Cl)cc2Cl)[n+]2ccccc2)c1
    5%	-17%	-23%	15%	2	6	-8%
#34 CCOC(=O)c1cc(C(=O)OCC)c(=O)[nH]c1N1CCCCC1
    -4%	?	?	-2%	4	-2	-7%
#35 CS(=O)(=O)N1CCN(CC2CC3C=CC2C3)CC1 (configuration not stated)
    -4%	18%	10%	-19%	14	-5	?
#36 O=C(Nc1ccc(CN2CCOCC2)cc1)c1ccc(Br)cc1
    3%	24%	36%[activator]	3%	31	17*	3%
#37 O=C(NCc1ccco1)c1cc(S(=O)(=O)N2CCCC2)ccc1Cl
    0%	2%	-9%	0%	-7	16	0%
#38 CCOc1ccc(S(=O)(=O)N(CC(=O)NCC(F)(F)F)Cc2ccco2)cc1
    -1%	0%	-9%	-3%	18	-3	-9%
#39 COC(OC)c1ccc(C#N)c(=O)[nH]1
    11%	25%	?	-25%	-6	11	2%
#40 CCN1CCc2c(sc(NC(=O)CN3C(=O)c4ccccc4C3=O)c2C(N)=O)C1
    0%	97%[activator]	-29%	22%	24	-1	0%
#41 C/C(O)=C(\N=Nc1cc(C)ccc1O)C(N)=O
    -6%	8%	18%	59%[activator]	13	14	1%
#42 COc1ccc(C)cc1NC(=O)CO/N=C(\N)CC(=O)NC1CCCCC1
    .	?	?	-2%	.	.	-6%
#43 O=C(Nc1ccccc1N1CCN(c2ccccc2)CC1)c1cccc(F)c1
    -1%	57%[activator]	?	?	-5	-4	8%
#44 O=C(CSc1nc(C(F)(F)F)cc(=O)[nH]1)N1CCOCC1
    .	0%	-8%	0%	.	.	1%
#45 C/C(CC(=O)Nc1ccc(Cl)cc1)=N\NC(=O)C(=O)NCCO
    -3%	44%[activator]	35%[activator]	64%[activator]	12	7	-3%
#46 CCC(C(=O)OCC(=O)Nc1ccccc1-c1ccccc1)c1ccccc1 (configuration not stated)
    -5%	?	-22%	33%	2	1	0%
#47 COC(CNC(=O)c1ccc(-n2c(=S)[nH]c3ccccc3c2=O)cc1)OC
    0%	5%	4%	92%[activator]	-6	-1	-6%
#48 COc1cc(OC)cc(C(=O)OCC(=O)c2cc(C)n(CC3CCCO3)c2C)c1 (configuration not stated)
    .	69%[activator]	14%	-9%	.	.	4%
#49 CN(C)S(=O)(=O)c1ccc(N2CCCC2)c(C(=O)OCC(=O)NC2CCCCC2)c1
    .	?	?	17%	.	.	-4%
#50 CC(C)C12CN3CC(C(C)C)(CN(C1)C3c1ccc3c(c1)OCO3)C2=O (configuration not stated)
    2%	25%	?	0%	-7	0	3%
#51 Cc1noc(C)c1C(=O)OCC(=O)Nc1cc(S(=O)(=O)N2CCOCC2)ccc1Cl
    -23%	1%	-7%	.	-3	5	.
#52 N#Cc1nc(-c2ccccc2)oc1NCCCn1ccnc1
    -5%	?	?	2%	70	16*	2%
#53 COC(=O)c1c(NC(=O)CCCOc2cccc(C)c2)sc2c1C(C(=O)OC)CC2 (configuration not stated)
    .	.	.	.	-6	4	?
#54 Cc1ccc(OCC(=O)NNC(=S)NC(=O)C2CC2)c(C)c1
    -10%	15µM*	?	.	-3	7	.
#55 Cc1ccc(C)c(Nc2c([N+](=O)[O-])cc(C(=O)N3CC(=O)Nc4ccccc43)cc2[N+](=O)[O-])c1
    -1%	13µM*	?	-9%	-22	-3	2%
#56 CC(=O)Nc1ccc2c(c1)C(=O)N(c1cccc(C)c1)C2=O
    8%	33%[activator]	26%	3%	14	7	-8%
#57 COc1ccc(-c2c[n+](CC(=O)c3ccccc3)c3n2CCCCC3)cc1
    -1%	?	?	-10%	14	-3	3%
#58 Cc1ccc(/C=C/C(=O)c2c(C)nc3ccccn23)cc1
    -24%	-43%	170%[activator]	?	70*	39*	-13%
#59 COc1ccc(-c2oc3ccccc3c2C(=O)Oc2ccccc2)cc1
    1%	?	69%[activator]	54%[activator]	1	-1	-1%
#60 COc1ccc(NC(=O)C2CCOC(C)(C)C2)cc1 (configuration not stated)
    4%	25%	-6%	13%	-7	1	3%
#61 CCC(C)[C@H](NC(=O)Nc1cccc(OC)c1)C(=O)OC (some centres not stated)
    -3%	-18%	7%	0%	-8	-7	-1%
#62 CCOc1ccc(S(=O)(=O)Nc2ccccc2C(=O)N2CCCC2)cc1
    1%	91%[activator]	7%	-9%	22	-2	6%
#63 CN(C)S(=O)(=O)c1ccc(C(=O)Nc2cc(=O)n(C)c(=O)n2C)cc1
    0%	-11%	0%	10%	-5	-7	-9%
#64 COc1cc(Cl)c(C)cc1NC(=O)CSC
    -3%	-29%	2%	-1%	29	-3	-15%
#65 CC(NS(=O)(=O)c1ccc(Cl)cc1)C(=O)OCC(=O)c1ccc[nH]1 (configuration not stated)
    .	35%[activator]	3%	-5%	.	.	1%
#66 CCOC(=O)C1(Cc2ccc(OC)cc2)CCN(C(=O)c2ccoc2C)CC1
    2%	50%[activator]	?	-3%	21	11*	-4%
#67 CC(OC(=O)c1cc(=O)[nH]c2ccccc12)C(=O)c1ccccc1 (configuration not stated)
    1%	-26%	7%	-1%	-8	-3	-24%
#68 O=C1COc2ccc(C(=O)/C=C/c3ccccc3)cc2N1
    4%	1%	22%	-1%	13	16	1%
#69 CCC(=NCc1ccc(Cl)c(Cl)c1)c1nc(-c2ccco2)oc1O
    1%	12µM*	?	?	48*	23	-3%
#70 COC(=O)CCCC1=CC2=C(c3ccccc3)C(=O)C(C)(OC(=O)C3CCCC3)C(=O)C2=CN1CCc1c[nH]c2ccccc12 (configuration not stated)
    -4%[11.5 µM]	?	?	-5%	-11	3	-7%
#71 C#CCOCCOCCOCCNc1nc(N2CCOCC2)nc(N2CCN(C(=O)[C@H](CCC(=O)O)n3cc(C(N)[C@H](C)CC)nn3)CC2)n1 (some centres not stated)
    -2%	10%	1%	59%[activator]	-14	-2	-2%
#72 COc1cc(SC)ccc1C(=O)Nc1ccc(Cl)cn1
    -18%	?	-2%	5%	77*	33*	-5%
#73 CC(=O)N1CC(=O)N(CC(=O)Nc2ccc(Br)cc2)C1=S
    1%	71%[activator]	13%	-8%	-2	-5	0%
#74 O=C(CC1CCCCC1)NCCS(=O)(=O)N1CCN(c2ccccc2)CC1
    .	-1%	2%	3%	.	.	3%
